Screens from PubChem.
SUMO1-SIM PPI = modulators of SUMO1 protein-protein interactions, primary screen, biochemical, uHTS; SUMO1 binding to a labelled peptide, TR-FRET, 1 h; inhibition, % at 20 µM; actives 0.33% (n = 360,000); in the data active = inhibition above about 37%
Target sequence (P63165 whole entry, looked up): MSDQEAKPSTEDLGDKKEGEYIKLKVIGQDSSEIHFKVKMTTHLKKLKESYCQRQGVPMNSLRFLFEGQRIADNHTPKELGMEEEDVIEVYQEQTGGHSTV
STEP block = STEP phosphatase inhibitors, primary screen, biochemical, fluorescence intensity, uHTS; recombinant STEP, OMFP fluorogenic substrate; inhibition, % at 20 µM; actives 0.25% (n = 360,000);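 active = inhibition at 20 µM, scaled per plate between control wells, above about 37%, limit read from the data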;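 also: 0% = DMSO with enzyme and substrate and 100% = substrate only without enzyme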
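Material: STEP (striatal-enriched tyrosine phosphatase) enzyme, cell-free | Medium: 50 mM Bis-Tris pH 6.0 with 2.5 mM DTT and 0.005% Tween 20 | Read-out: Percent inhibition scaled to no-enzyme and uninhibited-enzyme controls, plate-pattern corrected | Signal: Fluorescence read at 480 nm ex / 540 nm em | Times: 20 min reaction, room temperature, in the dark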
Rpn11 inh = Rpn11 (PSMD14) deubiquitinase inhibitors, primary screen, biochemical, fluorescence polarization, uHTS; human 26S proteasome, Ub4-pepOG fluorescence polarization; 20S core pre-blocked with epoxomicin; calls only at 20 µM; actives 0.59% (n = 360,000); AID 588493, 2011;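 active = inhibition at 20 µM, scaled to each plate's controls, above about 33%, limit read from the data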
LMPTP block = LMPTP phosphatase inhibitors, primary screen, biochemical, fluorescence intensity, uHTS | Low molecular weight phosphotyrosine protein phosphatase (Homo sapiens), P24666 | actives 0.22% (n = 360,000) | recombinant LMPTP-A, OMFP fluorogenic substrate | inhibition, % at 20 µM;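 active = compounds that cut the enzyme signal by at least half of the control window in the single-dose screen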;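 also: plate controls were DMSO wells with enzyme plus substrate for no effect and substrate without enzyme for full effect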
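Assay system: LMPTP-A phosphatase enzyme | Input: 0.625 nM enzyme | Also added: Fluorogenic phosphatase substrate OMFP at 400 µM final | Compound dosing: One test concentration per compound, 20 µM, with 3% DMSO overall | Schedule: 50 min enzyme reaction at room temperature, protected from light | Signal: Fluorescence intensity | Benchmarks: no-enzyme and uninhibited controls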
DNMT1 block = human DNMT1 methyltransferase inhibitors, primary screen, biochemical, molecular beacon, fluorescence, HinP1I cleavage, uHTS; DNA (cytosine-5)-methyltransferase 1 (Homo sapiens), P26358; inhibition (reported as % activation of signal), % at 10 µM; actives 0.83% (n = 360,000); AID 588458, 2011; in the data active = inhibition above about 50%
NadD inh = inhibitors of S. aureus NadD, primary screen, biochemical, colorimetric, uHTS; Nicotinate-nucleotide adenylyltransferase NadD (Staphylococcus aureus N315); purified NadD enzyme, colorimetric absorbance read-out; inhibition, % at 20 µM; actives 0.78% (n = 360,000); AID 602399, 2012; in the data active = inhibition above about 26%; also: some compounds past the cut are filed as inactive
Scp1 inh = Scp-1 phosphatase inhibitors, primary screen, biochemical, colorimetric, uHTS | inhibition, % at 20 µM | Recombinant Scp1, phosphopeptide, malachite green phosphate absorbance | actives 0.88% (n = 340,000) | Carboxy-terminal domain RNA polymerase II polypeptide A small phosphatase 1 (Homo …;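 active = inhibition above about 50% at 20 µM, limit read from the data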;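 also: plate controls were DMSO wells with enzyme for no effect and wells lacking enzyme for full effect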
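System: truncated SCP-1 phosphatase (76-261aa); medium: Tris acetate buffer pH 5.5 with MgCl2 and Tween-20; incubation: 45 min room-temperature reaction, 5 min colour, 30 min stabiliser; compound: single 20 µM dose, 1% DMSO; reagent: Phosphorylated 17-residue peptide substrate; read-out: % inhibition at 20 µM; technique: colorimetric free-phosphate detection, absorbance 630 nm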
CSN deneddyl inh = inhibitors of CSN-mediated cullin deneddylation, primary screen, biochemical, fluorescence polarization, uHTS. actives 0.38% (n = 360,000). inhibition, % at 12.5 µM. Purified CSN, SCF-Nedd8-OG deneddylation. AID 651999, 2013;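 active = pattern-corrected inhibition above about 35%, with an unprinted fluorescence ratio check between 0.5 and 1.5, limit read from the data, passing the limit was not always enough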;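 also: 0% = enzyme with substrate and 100% = substrate without enzyme; some results filed as inactive read as strong as hits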
Target sequence (Q92905 whole entry, looked up, one chain of several): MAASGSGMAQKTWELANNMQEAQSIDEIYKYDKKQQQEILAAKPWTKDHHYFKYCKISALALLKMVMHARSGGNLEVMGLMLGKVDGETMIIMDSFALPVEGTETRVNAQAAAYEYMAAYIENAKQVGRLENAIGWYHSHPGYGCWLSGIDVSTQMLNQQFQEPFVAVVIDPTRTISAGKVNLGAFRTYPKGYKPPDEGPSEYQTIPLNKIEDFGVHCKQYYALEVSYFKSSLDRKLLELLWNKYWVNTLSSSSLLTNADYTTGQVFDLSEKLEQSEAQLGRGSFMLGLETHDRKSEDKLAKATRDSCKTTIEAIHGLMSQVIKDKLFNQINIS
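Assay system: HEK293T-derived human Csn5 enzyme; quantity: 0.24 nM enzyme; medium: Tris/NaCl/DTT buffer, pH 7.5; also added: substrate SCFSkp2-Nedd8OG, 10 nM; doses: 12.5 µM compound; schedule: 90 min reaction at room temperature; signal: FP; read-out: % inhibition of substrate cleavage by Csn5; benchmarks: substrate-only high control, full reaction low control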
TbMetRS inhib = T. brucei MetRS inhibitors, primary screen, biochemical, luminescence | inhibition, % at 11.9 µM | purified T. brucei MetRS, ATP depletion, Kinase-Glo luminescence | actives 0.4% (n = 360,000) | methionyl-tRNA synthetase (Trypanosoma brucei brucei);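 active = inhibition above a per-plate cutoff of the control wells' mean inhibition plus 3 SD, cut at about 5.5% in these data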;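 also: 0% = DMSO wells median and 100% = median of wells with control inhibitor compound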
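Material: parasite MetRS enzyme / Replication: singlicate, one well per compound / Signal: luminescence of leftover ATP / Schedule: 2 h aminoacylation at 25 °C after 15 min preincubation / Medium: HEPES-MgCl2-KCl buffer plus DTT, spermine, BSA, pyrophosphatase / Doses: 11.9 µM single point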
MLLE-PAM2 inh = inhibitors of PABP1 MLLE–PAM2 peptide binding, primary screen, biochemical, fluorescence polarization, FITC-PAM2, GST-MLLE. Polyadenylate-binding protein 1 (Homo sapiens), P11940. inhibition, % at 20 µM. actives 0.36% (n = 360,000); in the data active = inhibition above about 35%, passing the limit was not always enough;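 also: plate controls were DMSO wells with GST-MLLE for no effect and wells lacking GST-MLLE protein for full effect; some results filed as inactive read as strong as hits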
Target sequence (P11940 whole entry, looked up): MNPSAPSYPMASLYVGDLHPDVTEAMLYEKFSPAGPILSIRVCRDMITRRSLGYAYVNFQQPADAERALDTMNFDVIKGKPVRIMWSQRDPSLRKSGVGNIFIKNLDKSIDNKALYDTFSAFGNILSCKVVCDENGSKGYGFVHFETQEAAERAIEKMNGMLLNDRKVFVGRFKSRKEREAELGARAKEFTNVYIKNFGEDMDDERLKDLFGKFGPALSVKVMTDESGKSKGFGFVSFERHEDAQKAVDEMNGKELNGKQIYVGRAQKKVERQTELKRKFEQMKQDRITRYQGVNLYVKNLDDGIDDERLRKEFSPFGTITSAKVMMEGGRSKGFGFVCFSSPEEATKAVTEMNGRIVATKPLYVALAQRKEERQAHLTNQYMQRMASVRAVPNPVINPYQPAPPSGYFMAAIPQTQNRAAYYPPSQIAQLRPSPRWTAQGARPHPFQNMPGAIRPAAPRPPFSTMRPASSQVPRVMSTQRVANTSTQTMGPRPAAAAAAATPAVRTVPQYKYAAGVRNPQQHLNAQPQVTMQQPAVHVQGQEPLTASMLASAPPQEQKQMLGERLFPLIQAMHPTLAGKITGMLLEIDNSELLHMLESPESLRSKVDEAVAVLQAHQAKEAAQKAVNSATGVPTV
Active calls of the source: *; i = inactive; . = not tested or not shown.

CSN deneddyl inh | Scp1 inh | DNMT1 block | Rpn11 inh | TbMetRS inhib | NadD inh | LMPTP block | STEP block | SUMO1-SIM PPI | MLLE-PAM2 inh | SMILES
-2 | . | 2 | i | -0.3 | 0 | -1.9 | 1 | 2 | 5 | CC(=O)Nc1cccc(Nc2cc(C)nn2C)c1
19 | -8 | 16 | i | -0.6 | 5 | 0.6 | 6 | 24 | -7 | COCCn1c(-c2ccco2)nc2nc3ccccc3nc21
-4 | -10 | 3 | i | -0.5 | 0 | 2.2 | 2 | 4 | -8 | Cc1ccc(Cl)cc1N1CCN(S(=O)(=O)c2c(C)noc2C)CC1
-7 | -3 | 0 | i | -0.3 | -6 | -1.3 | 0 | 4 | 4 | COc1ccccc1C(=O)NCCC(=O)N1CC(C)OC(C)C1 (stereo not drawn)
4 | -1 | 1 | i | 0.5 | -5 | -1.5 | 0 | -2 | 0 | O=C(Cc1ccc(Cl)cc1Cl)NCc1cccnc1
3 | -25 | 4 | i | -0.5 | 5 | 2.4 | 0 | 2 | 1 | Cc1ccccc1OCc1nnc(SCC(=O)N2c3ccccc3Sc3ccc(Cl)cc32)o1
1 | . | 4 | i | -0.9 | -2 | -0.8 | -1 | 0 | 4 | CNC(=O)C[C@H]1C(=O)N(Cc2ccccc2)C[C@@H]1C
-7 | -27 | 1 | i | -0.1 | -12 | 3.1 | -2 | 1 | 4 | O=C(CC(Nc1cccc(Cl)c1Cl)C(=O)OCC(=O)c1cccs1)c1ccccc1 (stereo not drawn)
-6 | -6 | -1 | i | 0.3 | -3 | 0.2 | 0 | 5 | -4 | O=C(CS(=O)(=O)Cc1ccccc1)Nc1ccc2c(c1)OCO2
2 | -7 | -2 | i | -0.1 | -5 | -1.0 | -1 | 4 | -5 | N/C(CCS(=O)(=O)c1ccc(Cl)cc1)=N\OC(=O)c1ccccc1Cl
3 | 8 | 7 | i | 0.2 | 5 | -0.9 | 2 | 3 | -7 | CC1CCC(NC(=O)c2ccc3nc[nH]c3c2)CC1 (stereo not drawn)
-1 | -2 | 1 | i | -0.7 | -6 | 0.6 | 3 | -5 | 9 | O=C(NCc1ccccc1)C1CCN(C(=O)Cc2ccccc2)CC1
-1 | -2 | 0 | i | 0.1 | 0 | 0.2 | 1 | -12 | -12 | COc1ccc(CC(=O)NNS(=O)(=O)c2ccccc2[N+](=O)[O-])cc1OC
-4 | . | 1 | i | 0.3 | 0 | -0.5 | 0 | 4 | 8 | Cc1ccccc1-n1nc2c(c1NC(=O)C1CC1)CS(=O)(=O)C2
-1 | . | 3 | i | -0.8 | 20 | -0.1 | 0 | 8 | -2 | Cc1ccc([C@@H]2CC(=O)[C@@H]3CN(S(=O)(=O)c4ccc(C)cc4)[C@H](c4ccccc4)C[C@@H]3N2S(=O)(=O)c2ccc(Cl)cc2)cc1

The last 3 entries of the part before are carried over, then new ones follow:
CSN deneddyl inh | Scp1 inh | DNMT1 block | Rpn11 inh | TbMetRS inhib | NadD inh | LMPTP block | STEP block | SUMO1-SIM PPI | MLLE-PAM2 inh | SMILES
-1 | -2 | 0 | i | 0.1 | 0 | 0.2 | 1 | -12 | -12 | COc1ccc(CC(=O)NNS(=O)(=O)c2ccccc2[N+](=O)[O-])cc1OC
-4 | . | 1 | i | 0.3 | 0 | -0.5 | 0 | 4 | 8 | Cc1ccccc1-n1nc2c(c1NC(=O)C1CC1)CS(=O)(=O)C2
-1 | . | 3 | i | -0.8 | 20 | -0.1 | 0 | 8 | -2 | Cc1ccc([C@@H]2CC(=O)[C@@H]3CN(S(=O)(=O)c4ccc(C)cc4)[C@H](c4ccccc4)C[C@@H]3N2S(=O)(=O)c2ccc(Cl)cc2)cc1
0 | 7 | -11 | i | 0.0 | 19 | -0.1 | 1 | 7 | -15 | CCOC(=O)[C@H]1[C@H]2COc3ccc(Br)cc3[C@H]2N2C(=O)CN(CCc3c[nH]c4ccccc34)C(=O)[C@@]12C
-3 | -1 | 1 | i | -0.4 | 1 | -0.1 | -2 | 5 | -11 | CN(CC(=O)Nc1cccc(F)c1)C(=O)c1ccc2c(c1)S(=O)(=O)N=C1CCCCCN12
1 | 10 | -5 | i | 0.2 | 0 | -0.2 | 6 | -1 | 4 | O=C(CSc1oc(-c2cccs2)nc1S(=O)(=O)c1ccc(F)cc1)NCC1CCCO1 (stereo not drawn)
-4 | -1 | -2 | i | 0.2 | -6 | -0.4 | -2 | 2 | 12 | O=C(Cn1ncc2c3ccccc3n(Cc3ccccc3)c2c1=O)NCCCN1CCOCC1
-1 | -7 | 10 | i | -0.3 | 8 | -0.2 | 1 | -20 | 9 | O=C(CNC(=O)c1cccs1)N=Nc1c(O)[nH]c2ccc([N+](=O)[O-])cc12
1 | -7 | -3 | i | 0.2 | 2 | 0.7 | 4 | 3 | 1 | CCCCC[C@H](O)/C=C/[C@H]1CCC(=O)[C@@H]1CCCCCCC(=O)N1CCCCC1CO (stereo partly drawn)
2 | -8 | -4 | i | 0.2 | 5 | 0.5 | -4 | -10 | 25 | CCCc1nc(SCC(=O)Nc2cc(C)on2)c2ccccc2n1
1 | -5 | 0 | i | 0.0 | -3 | -1.1 | -1 | -3 | 10 | O=C(NC1=NCCS1)C12CC3CC(CC(C3)C1)C2
-8 | -11 | 1 | i | -0.1 | 0 | 1.7 | -1 | -2 | 15 | CCNC(=S)N/N=C(\C)c1cccc(C(F)(F)F)c1
-2 | -8 | 0 | i | -0.1 | 1 | 2.3 | 2 | 9 | -38 | COc1ccc(OCc2nnc3n2N=C(c2ccc(Br)cc2)CS3)cc1
2 | -6 | -3 | i | 2.0 | 6 | -0.2 | 0 | -2 | 6 | O=C(CN1CCCC1)Nc1cccc(Cl)c1Cl
2 | -4 | 0 | i | -0.2 | -6 | -0.8 | 2 | 3 | -21 | Cc1c(C)n(Cc2ccccc2)c2ncnc(NN)c12
4 | . | -9 | i | -0.2 | -4 | 2.0 | 1 | 3 | 5 | CCOC(=O)C1=CCN(S(=O)(=O)c2ccccc2Br)C1c1cccc(Cl)c1 (stereo not drawn)
3 | 3 | 5 | i | -0.4 | -2 | -0.7 | 6 | 1 | 4 | COCC(=O)N(Cc1ccco1)c1nnc(C2CCOC2)s1 (stereo not drawn)
-5 | -7 | 6 | i | -0.3 | -4 | 0.9 | 0 | 2 | -10 | CC(C)(C)OC(=O)N[C@@H](C(=O)OC(C)(C)C)c1ccc2ccccc2c1

The results go on.
CSN deneddyl inh | Scp1 inh | DNMT1 block | Rpn11 inh | TbMetRS inhib | NadD inh | LMPTP block | STEP block | SUMO1-SIM PPI | MLLE-PAM2 inh | SMILES
4 | -5 | 8 | i | -0.6 | 0 | -1.4 | 3 | 3 | 26 | Nc1nc2ccc(C(=O)N3CCCCC3)cc2s1
-6 | -4 | -1 | i | -0.3 | -1 | -1.8 | -2 | -5 | -1 | COCCC(=O)N1CCC(Oc2ccc(C(=O)NCCCC3CCCC3)cc2)CC1
0 | 3 | -1 | i | -1.0 | 0 | -0.5 | -1 | 1 | -4 | COc1ccccc1N(C)S(=O)(=O)c1ccc(C(=O)NCC(C)C)cc1
1 | -1 | 0 | i | -0.4 | -2 | -0.3 | -2 | 2 | 12 | COc1ccc(CCNC(=O)C/C(C)=N/NC(=O)Cc2cccc3ccccc23)cc1OC
0 | -2 | 0 | i | 0.0 | -9 | -2.2 | -3 | -8 | -9 | O=C(CCN1C(=O)c2ccncc2C1=O)Nc1cc(F)ccc1F
-2 | -6 | -1 | i | -0.4 | -11 | -6.4 | 2 | 3 | -5 | Cc1ncc(CN2CCCC(C(=O)Nc3ccc(-c4cccc(F)c4)cc3)C2)n1C (stereo not drawn)
-3 | -4 | 0 | i | 0.3 | 2 | -1.7 | -2 | 0 | -2 | CC1CN(CCn2cnc3c(N)ncnc32)CC(C)O1 (stereo not drawn)
5 | 2 | 0 | i | -0.2 | -4 | 0.9 | -2 | 3 | 4 | Cn1c(=O)n(Cc2ccco2)c(=N)c2c3c(sc21)CCC3
3 | -13 | -11 | i | -0.7 | -9 | 2.9 | 0 | 1 | -2 | COc1cccc(/C=C/C(=O)OCC(=O)Nc2cccc(S(=O)(=O)N3CCCCC3)c2)c1OC
5 | -1 | 4 | i | -0.8 | -5 | -1.2 | -4 | 3 | 1 | CCc1ccc(OCC(=O)Nc2ccc(CN3CCCCC3)cc2)cc1
0 | -1 | 4 | i | -0.7 | 19 | 5.3 | -3 | -3 | 0 | Cc1ccc(C2(C)NC(=O)N(CC(=O)Nc3ccc(-c4nc5ccc(C)cc5s4)cc3)C2=O)cc1 (stereo not drawn)
2 | 21 | -3 | i | 0.0 | -8 | 2.5 | 1 | 4 | 7 | COc1ccc(NC(=O)CN2C(=O)CSc3ccc(S(=O)(=O)N4CCC(C)CC4)cc32)cc1
-1 | -3 | 0 | i | 0.2 | -4 | 0.3 | 0 | 1 | 14 | CC(=O)c1ccccc1NC(=O)CSc1nc2ccccc2c(=O)n1CCCN1CCOCC1
0 | 1 | -4 | i | -0.3 | 0 | -0.2 | 0 | 1 | -19 | COc1ccc(-c2c(-c3ccc4c(c3)OCO4)noc2C)cn1
-11 | -5 | 0 | i | -0.7 | -4 | 0.0 | 1 | 0 | 0 | COc1ccc(OCC(=O)Nc2ccccc2Cl)cc1
-4 | -2 | 1 | i | 0.0 | -1 | -1.1 | -2 | 0 | -6 | Cc1cc(NC(=O)c2ccc(NC(=O)CC(C)C)cc2)no1
2 | -8 | -1 | i | -0.2 | 1 | -0.4 | -1 | -5 | -1 | CS(=O)(=O)N1CCC(C(=O)Nc2ccccc2Sc2ccccc2)CC1
4 | -13 | 4 | i | -0.3 | 6 | -3.1 | 0 | -3 | 4 | CNC(=O)c1c(O)c2cccc3c2n(c1=O)CC3
